From PubChem BioAssay
MEKK2 WT-MEK5 = raises or lowers MEK5 binding to wildtype human MEKK2 PB1 domain; Q9Y2U5; bead flow cytometry, Alexa488-MEK5 binding to MEKK2 WT; actives lie on both sides; binding response (% of control), % at 10 µM; actives 1.1% (n = 290,000); AID 1531; in the data active = binding response below about 67% or above about 130%
MEKK3 PB1 HTS = MEKK3-MEK5 PB1 interaction, increase or decrease | Q99759 | AID 1529 | bead-based flow cytometry, Alexa488-MEK5 binding to MEKK3; actives lie on both sides; 0 = blocked by unlabeled MEK5, 100 = vehicle | actives 1.4% (n = 290,000) | binding response (% of control), % at 10 µM;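 active = binding response more than 3 SD above or below the average of its plate-row segment, actives on both sides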;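 note: Alexa488 bead fluorescence after subtracting the streptavidin-only scavenger bead signal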
GalR3 antagonist = blocks the human galanin receptor 3; inhibition, % at 3 µM; actives 0.44% (n = 360,000); O60755; HEK293 GalR3-CNG cAMP membrane potential fluorescence; galR3 body fused to GalR1 C-terminus; AID 651719;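 active = inhibition above the screen-wide average plus 3 SD, cut at about 13% in these data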;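 note: forskolin and galanin both at EC90 stimulate the cells; cAMP rise reported by CNG channel membrane potential dye signal; 0% = forskolin plus galanin with DMSO and 100% = forskolin alone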
Target sequence (O60755 1-299 limits assumed): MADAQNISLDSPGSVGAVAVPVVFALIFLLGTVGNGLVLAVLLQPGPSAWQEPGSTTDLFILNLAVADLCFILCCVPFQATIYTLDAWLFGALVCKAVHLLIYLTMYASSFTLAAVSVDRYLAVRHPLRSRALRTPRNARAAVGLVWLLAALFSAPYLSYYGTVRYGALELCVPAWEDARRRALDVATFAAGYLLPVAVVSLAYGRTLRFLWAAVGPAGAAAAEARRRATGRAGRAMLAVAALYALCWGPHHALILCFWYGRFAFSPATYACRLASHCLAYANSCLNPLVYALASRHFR
MEKK2 mut-MEK5 = signal of MEK5 binding to mutant human MEKK2 PB1 domain; bead flow cytometry, Alexa488-MEK5 binding to MEKK2 mutant; actives 0.35% (n = 290,000); AID 1530; percent response, % at 10 µM; in the data active = percent response above about 24%, passing the limit was not always enough; note: inactives centre near 1; some results filed as inactive read as strong as hits; reference of the scale not given here
V1aR counter = counter-screen for oxytocin receptor agonists: human V1a receptor agonists. actives 0.25% (n = 320,000). AID 2797. activation, % at 3 µM. CHO-V1R cells, Fluo-8 calcium fluorescence, agonist mode; 0% DMSO, 100% 3 nM vasopressin;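 active = activation above the mean activation of all tested compounds plus 3 SD, per screening run, cut at about 20% in these data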;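 note: signal is peak over basal fluorescence ratio across a 100 second FLIPR read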
Target sequence (P37288 whole entry, looked up): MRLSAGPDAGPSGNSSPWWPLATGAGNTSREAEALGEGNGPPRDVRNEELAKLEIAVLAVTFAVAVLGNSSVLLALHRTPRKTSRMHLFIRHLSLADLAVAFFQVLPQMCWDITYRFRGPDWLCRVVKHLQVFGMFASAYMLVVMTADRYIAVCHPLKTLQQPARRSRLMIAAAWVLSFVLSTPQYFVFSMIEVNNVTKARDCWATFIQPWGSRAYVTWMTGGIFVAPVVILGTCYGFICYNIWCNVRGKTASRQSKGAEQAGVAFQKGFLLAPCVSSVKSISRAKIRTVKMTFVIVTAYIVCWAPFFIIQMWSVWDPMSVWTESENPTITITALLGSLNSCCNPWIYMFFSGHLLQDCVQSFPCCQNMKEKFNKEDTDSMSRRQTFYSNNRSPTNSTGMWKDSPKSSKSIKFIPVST
OXTR agonist = agonists of human oxytocin receptor | CHO-OTR cells, Fluo-8 calcium fluorescence; normalized: DMSO 0%, oxytocin 100% | activation, % at 3 µM | actives 0.32% (n = 320,000);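 active = activation above the mean of all tested compounds plus 3 SD, cutoff set per screening run, cut at about 20% in these data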;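 note: peak over basal fluorescence ratio from a 100 s FLIPR kinetic read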
PHOSPHO1 block = PHOSPHO1 (human) inhibition; Q8TCT1; recombinant PHOSPHO1, absorbance phosphatase assay; inhibition, % at 13.3 µM; actives 1.1% (n = 290,000); in the data active = inhibition above about 60%
GPR7 antag = human neuropeptides B/W receptor 1 antagonism | GPR7-expressing cells, fluorescence antagonist assay | actives 1.1% (n = 290,000) | inhibition, % at 4.4 µM | AID 1861 | P48145; in the data active = inhibition above about 16%, passing the limit was not always enough;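 note: cells stimulated with the agonist NPW; 0% = agonist with vehicle and 100% = vehicle without agonist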
Target sequence (P48145 whole entry, looked up): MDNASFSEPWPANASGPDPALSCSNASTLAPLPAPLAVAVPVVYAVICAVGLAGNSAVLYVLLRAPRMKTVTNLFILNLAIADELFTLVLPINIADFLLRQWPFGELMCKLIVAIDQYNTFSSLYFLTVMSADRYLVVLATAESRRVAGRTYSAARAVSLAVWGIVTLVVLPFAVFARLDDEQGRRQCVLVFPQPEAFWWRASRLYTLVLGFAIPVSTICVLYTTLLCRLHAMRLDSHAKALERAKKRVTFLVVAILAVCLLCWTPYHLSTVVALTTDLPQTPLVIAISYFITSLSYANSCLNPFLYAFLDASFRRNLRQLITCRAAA
NALP1 inh = inhibitors of NALP1 inflammasome in yeast | S. cerevisiae NALP1/ASC/caspase-1 growth, X-gal OD620, 72 h | inhibition, % at 10 µM | actives 0.61% (n = 280,000); in the data active = inhibition mostly above about 24%, no sharp cut-off; inactive = mostly below about 32%; note: some compounds called inactive have numbers as strong as hits
Starred values were filed as active, the others as inactive; . = not tested or not shown; [ ] = another dose, or the depositor's remark.

SMILES	MEKK2 WT-MEK5	MEKK3 PB1 HTS	GalR3 antagonist	MEKK2 mut-MEK5	V1aR counter	OXTR agonist	PHOSPHO1 block	GPR7 antag	NALP1 inh
Cc1cc(=O)n2nc(N3CCC(C(=O)NCc4cccc(Cl)c4)CC3)sc2n1	103	99	9	1	-0.6	-1.3	32	-2	-7
C=CCN(c1ccc(C(=O)Nc2ccc(C)cc2)cc1)S(C)(=O)=O	102	103	-7	8	0.9	-1.5	35	4	0
COc1ccc(NC(=O)CSCC(=O)Nc2cc(Cl)ccc2N2CCCC2)cc1	104	95	-1	-1	-0.8	-2.5	17	18	23
CC1(C)Cc2c(c(N3CCOCC3)nc3sc4c(N5CCOCC5)nnnc4c23)CS1	.	.	.	.	0.5	0.1	11	-1	36
CCO[C@H]1OC(C(=O)N2CCCCCCC2)=C[C@@H](c2ccc(C(F)(F)F)cc2)[C@@H]1CCCO	104	107	-3	6	-1.0	-1.7	40	-10	-2
Cc1nonc1OCCNc1ccc([N+](=O)[O-])cc1	98	98	-4	0	0.7	-1.8	6	2	30
Fc1ccc(Oc2ncccn2)c(F)c1	97	99	-3	-2	0.0	0.4	0	-7	35
Nc1nonc1-c1noc(COc2ccccc2Cl)n1	103	101	-6	2	-0.6	-0.8	3	16	2
COC(=O)c1ccc(CO/N=C/c2ccccc2OC)cc1	102	104	-14	2	-0.6	-1.2	1	0	26
COc1ccc(OC)c(NC(=O)NNC(=O)COc2ccc([N+](=O)[O-])cc2)c1	106	101	1	6	-0.3	-0.3	34	-7	2

2 entries drawn at random from those above:
SMILES	MEKK2 WT-MEK5	MEKK3 PB1 HTS	GalR3 antagonist	MEKK2 mut-MEK5	V1aR counter	OXTR agonist	PHOSPHO1 block	GPR7 antag	NALP1 inh
Nc1nonc1-c1noc(COc2ccccc2Cl)n1	103	101	-6	2	-0.6	-0.8	3	16	2
CCO[C@H]1OC(C(=O)N2CCCCCCC2)=C[C@@H](c2ccc(C(F)(F)F)cc2)[C@@H]1CCCO	104	107	-3	6	-1.0	-1.7	40	-10	-2

Carrying on:
SMILES	MEKK2 WT-MEK5	MEKK3 PB1 HTS	GalR3 antagonist	MEKK2 mut-MEK5	V1aR counter	OXTR agonist	PHOSPHO1 block	GPR7 antag	NALP1 inh
N#Cc1cc2c(=O)n3ccccc3nc2n(CCCn2ccnc2)c1=N	97	97	0	-1	0.0	-0.5	-1	11	10
Cc1ccc(CN2CCSCC2)cc1	105	97	-11	-1	0.7	0.6	36	-12	21
CCOc1ccc(-n2c(SCc3ccc(C#N)cc3)nnc2-c2cccnc2)cc1	94	98	63*	0	1.3	-1.2	19	4	-5
Cn1cnnc1SCC(=O)Nc1ccc2nc(SCc3ccccc3Cl)sc2c1	109	98	-2	2	1.3	2.3	17	2	-53
COC(=O)c1ccccc1-c1ccc(/C=N/NC(=O)c2cc3ccccc3o2)o1	87	88	-12	-1	1.9	-0.9	16	1	27
Cc1ccc(C)c(NC(=S)N2C3CCCC2CC(NC(=O)C2CC2)C3)c1 (configuration not stated)	95	98	1	1	-0.8	0.8	15	-16	1
CCOC(=O)C(C)c1n[nH]c(=O)c2ccccc12 (configuration not stated)	101	100	-4	-2	0.9	1.4	-11	-13	10
Cc1ccc2nc(CSc3nnc(Nc4ccccc4F)s3)cc(=O)n2c1	110	110	-4	5	2.1	-0.4	2	9	8
COC(=O)C/C(C)=N/Nc1ccc(S(=O)(=O)N2CCCC2)cc1[N+](=O)[O-]	97	101	-4	9	1.0	-0.9	3	2	32
COc1ccc(N(CC(=O)Nc2cccc(N(C)S(C)(=O)=O)c2)S(=O)(=O)c2ccccc2)cc1Cl	109	105	9	1	0.8	0.3	24	-7	6

Six of the entries above in order of the PHOSPHO1 block value, smallest number first:
smiles,PHOSPHO1 block
CCOC(=O)C(C)c1n[nH]c(=O)c2ccccc12 (configuration not stated),-11
Cc1nonc1OCCNc1ccc([N+](=O)[O-])cc1,6
CC1(C)Cc2c(c(N3CCOCC3)nc3sc4c(N5CCOCC5)nnnc4c23)CS1,11
Cc1ccc(C)c(NC(=S)N2C3CCCC2CC(NC(=O)C2CC2)C3)c1 (configuration not stated),15
Cn1cnnc1SCC(=O)Nc1ccc2nc(SCc3ccccc3Cl)sc2c1,17
C=CCN(c1ccc(C(=O)Nc2ccc(C)cc2)cc1)S(C)(=O)=O,35

(more compounds)
SMILES	MEKK2 WT-MEK5	MEKK3 PB1 HTS	GalR3 antagonist	MEKK2 mut-MEK5	V1aR counter	OXTR agonist	PHOSPHO1 block	GPR7 antag	NALP1 inh
CN1C(C(=O)N2CCc3ccccc3C2)=CC(c2ccc(F)cc2)=NS1(=O)=O	97	96	-12	-2	11	3.4	26	30*	4
Nc1ncc2c(n1)-c1cc(Cl)ccc1SC2	104	103	-7	9	-1.0	0.1	-15	-15	7
COc1ccc(C(OC(=O)c2ccco2)C(=O)NC2CCCC2)cc1OC (configuration not stated)	95	99	-2	-3	-0.3	-0.6	20	-5	3
Cc1c(OC(C)C(=O)O)ccc2c(-c3ccccc3)cc(=O)oc12 (configuration not stated)	102	99	-13	4	0.9	1.3	.	-4	8
O=C(NCC1CCCO1)c1cc2cc(Cl)ccc2[nH]1 (configuration not stated)	104	105	-3	2	0.9	4.7	.	-1	.
Oc1ccc(Br)cc1/C=N/N1CCN(Cc2cccc3ccccc23)CC1	97	95	-4	-3	1.0	0.4	25	-9	-1
COc1cc(CC(=O)NCC2COc3ccccc3O2)cc(OC)c1OC (configuration not stated)	99	102	-1	4	-0.5	1.1	24	0	-5
CCN1CCN(C(=S)NC(=O)/C=C/c2cccs2)CC1	100	101	-4	-2	-1.2	-1.8	-82	-1	2
CCC(=O)Oc1ccc(C(=O)Nc2cccc(C(=O)NCC(C)C)c2)cc1	78	84	-4	-18	3.1	0.4	6	8	-9
COc1ccc(C(=O)c2cnc[nH]2)cc1	99	105	-7	9	3.5	2.6	20	-8	-1
Cn1cc(CC(=O)Nc2cccc(C#N)c2)c2ccccc21	100	99	2	-4	1.5	0.7	14	-2	51
COCCNC(=S)N(CCc1c(C)[nH]c2ccc(Cl)cc12)Cc1cccs1	112	80	-8	-3	0.1	2.0	33	16	14
CC(C)OC(=O)CSc1nnc(-c2ccc([N+](=O)[O-])cc2)o1	95	103	-2	0	5.5	4.3	50	-16	3
CSc1ccc(NC(=O)C(C)N2CCN(C)CC2)cc1 (configuration not stated)	107	108	-9	8	0.9	0.6	15	-5	3
Cc1cc(OCc2nc(-c3ccc(NC(=O)c4cccnc4)cc3)no2)ccc1Cl	104	96	-5	0	0.5	0.9	-30	-4	18
CC(C)COc1ccc(C(=O)NC(Cc2c[nH]c3ccccc23)C(=O)NN)cc1 (configuration not stated)	90	87	0	-21	2.6	-0.2	28	-21	13
CCCC(=O)N1CCN(S(=O)(=O)c2cc(Cl)ccc2OC)CC1	112	110	6	15	-0.6	-0.4	45	-12	17
Cc1cc2oc3ccc(NCCC4CCCN4C)cc3c(=O)c2cc1C (configuration not stated)	135	104	-9	8	3.1	4.8	.	.	.
CCN(CC)S(=O)(=O)c1ccc(Cl)c(NC(=O)CSc2nnc(-c3cccs3)o2)c1	100	98	11	-1	1.5	-0.9	-1	-11	2
O=C(CSc1ncn(-c2ccccc2)n1)Nc1nc2ccccc2s1	98	104	-5	5	-0.2	0.0	5	1	22
COc1c(F)c(F)c(C(=O)Nc2ccc(-c3nc4ccccc4[nH]3)cc2)c(F)c1F	96	104	3	-3	6.0	2.7	15	-12	14
CS/C(=N\S(=O)(=O)c1cccs1)Nc1ccc(F)cc1	104	89	-2	13	-0.8	-1.1	-5	-3	20
CCN(C(=O)CSc1nc2ccccc2c(=O)n1C(C)COC)C1CCS(=O)(=O)C1 (configuration not stated)	87	100	-4	-7	-0.3	-0.7	27	-9	6
COc1ccc(-n2c(C)nn(C)c2=O)c(OC)c1	98	100	-1	-3	0.7	0.8	-20	16	-12
CCOC(=O)c1csc(NC(=O)c2ccc(S(=O)(=O)N(CC)CC)cc2)n1	90	115	-9	6	1.7	4.0	2	-5	-14
COc1ccc(C(=O)Nn2c(SCC(=O)NC3CCCC3)nc3ccccc3c2=O)cc1	94	98	-2	-4	1.0	2.8	-12	27	10
Cc1ccccc1/C=C1\Sc2ccc(C(=O)N3CCN(c4ccccn4)CC3)cc2N(C)C1=O	96	101	.	4	3.1	0.2	50	-13	10
O=C(NC(CC(=O)N1CCN(c2ccccc2)CC1)c1ccccc1)c1ccccc1Cl (configuration not stated)	97	101	1	-1	0.4	0.0	-6	0	25
O=C(CN1CCN(S(=O)(=O)N2CCOCC2)CC1)Nc1cc(Cl)cc(Cl)c1	98	104	-4	-5	2.9	4.1	15	1	24
COC(=O)c1c(C)[nH]c(C(=O)NCc2ccco2)c1C	97	102	3	-2	-0.3	0.3	24	1	15
O=C(CCC(=O)c1ccc(F)cc1)Nc1cccc(S(=O)(=O)Nc2cccc(Cl)c2)c1	127	109	-7	3	4.8	2.0	-2	-11	26
CC1CCCN(C(=O)COc2ccc(NC(=O)c3cccs3)cc2)C1 (configuration not stated)	91	92	-1	-13	0.1	-1.5	-1	-6	-7
CC(=O)Nc1ccc(C(F)(F)F)cc1Cl	91	94	5	-15	-1.6	1.2	30	-8	-2
Cc1cc(=O)[nH]c(S)c1C#N	79	76	.	-36	0.4	0.9	71*	-5	30
COc1ccc(OCC(O)CN2CCN(c3ccc(Cl)cc3)CC2)cc1 (configuration not stated)	114	116	-1	10	11	13	39	-7	14
C/C(CCN1CCCCc2nc(C)c(C)cc21)=N\O[C@@H](C)c1cn([C@H](CO)Cc2ccccc2)nn1	98	84	.	-3	.	.	1	8	7
O=C(CSc1nc(-c2ccccc2)cc(C(F)(F)F)n1)N1CCOCC1	100	101	-4	0	-0.2	-0.6	10	5	23
O=C(Nc1ccc(Cl)cc1)NN1CC(=O)N(c2cccc(C(F)(F)F)c2)CC1=O	101	102	-2	4	1.5	0.2	42	-14	.
Cc1ccc(CNC(=O)/C=C/c2ccc(S(=O)(=O)NCc3ccco3)cc2)cc1	97	99	-5	-2	0.9	1.1	6	-3	7
COc1cc([N+](=O)[O-])cc(/C=N/NC(=O)c2cccnc2)c1O	100	98	54*	-2	0.1	1.2	3	-6	7
COc1ccc2cc(Br)ccc2c1CC(=O)NC(C)C	84	80	-4	-12	-0.9	-2.4	-17	16	-27
O=C(CSc1ccc(-c2ccco2)nn1)NCc1ccccc1	125	111	6	15	0.5	-0.8	2	-9	18
COc1cc(COc2ccc(-c3nnco3)cc2)ccc1OC(F)F	99	103	-6	-2	2.3	2.8	23	-7	18
CC(C)CCNc1nc(N2CCCC2)c2c(c1C#N)CCN(C)C2	124	119	-5	9	1.9	5.8	-2	-5	.
CCOc1cc(/C=N/NC(=O)C(=O)NC2CC2)cc(Br)c1O	106	106	-3	0	0.1	-1.1	9	-3	28
CCN(CC)CC(C)CNC(=O)C1(O)c2ccccc2NC(=O)N1c1ccc(Cl)c(Cl)c1 (configuration not stated)	107	107	-8	8	0.6	-0.2	24	-13	22
O=C(CC1C(=O)NCCN1Cc1cccc(F)c1)NC1CCC1 (configuration not stated)	103	98	2	4	-0.2	0.9	34	-16	7
Cc1[nH]c2ccccc2c1/C=N/NC(=O)c1cccc(S(=O)(=O)Nc2cccc(C(F)(F)F)c2)c1	113	123	-4	-1	2.9	0.0	39	-12	15
O=C(NCC(=O)N(c1ccccc1)C(C(=O)NC1CCCCC1)c1cccnc1)c1cccs1 (configuration not stated)	90	108	2	4	-0.7	-1.2	63*	-7	-9
O=C1CC(c2cccc(F)c2)C2=C(CCCC2=O)N1 (configuration not stated)	107	102	-1	0	1.8	0.2	14	-14	3
Cc1cc(C)n(-c2ccc(C(=O)NC(C)C)cc2)n1	-5.0*[inhibitor]	-1.0*[inhibitor]	.	-26	0.6	0.2	-7	-2	10
COc1cc(O)c(C(CC(=O)N2CCCCC2)c2ccc(N(C)C)cc2)c(OC)c1 (configuration not stated)	82	90	-6	6	.	.	31	.	2
